Source: PubChem (National Center for Advancing Translational Sciences (NCATS))
UDG counter: blocks uracil-DNA glycosylase in AID counter-screen. Potency, µM (highest dose often 115 µM), inactives show at the highest dose activity change, negative = inhibition, most hits filed as inhibitors. FRET deamination/UDG coupled assay, UDG read, 4 h. actives 0.14% (n = 91,000); further: nearly all actives have a fitted effect of over 65% in size
AID inh: blocks human AID cytidine deaminase activity. Q9GZX7. actives 0.32% (n = 91,000). AID deamination FRET fluorescence, UDG-coupled, 4 h. Potency, µM (series often up to 115 µM), for the others: at the highest dose activity change, negative = inhibition, usual class: inhibitors. AID 1347428; further: nearly all actives have a fitted effect of over 25% in size
Target sequence (Q9GZX7 whole entry, looked up): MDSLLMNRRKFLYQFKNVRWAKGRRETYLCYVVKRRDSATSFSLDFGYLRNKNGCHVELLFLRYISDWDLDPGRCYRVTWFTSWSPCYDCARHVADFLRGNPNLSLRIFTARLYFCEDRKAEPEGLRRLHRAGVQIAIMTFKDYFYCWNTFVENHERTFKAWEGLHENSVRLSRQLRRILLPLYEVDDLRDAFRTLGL
Active calls of the source: *; ? = inconclusive; [ ] = dose if it differs, or a comment. The call rests on the fitted dose curve; in most records, active means well fitted curve in the direction sought with a large enough effect; inconclusive means small, poorly fitted or top-dose-only effect, or another doubt; inactive means no such curve, though single readings can be large; an effect the other way counts as inactive or inconclusive. On the % scale 0 is the no-effect control and ±100 the full control effect; potency means the concentration at half of the fitted maximal effect. Only part of the results is shown. The share of hits here may be higher or lower than overall.

Structure	UDG counter	AID inh
COCCNC(=O)c1ccc2c(c1)N(Cc1cccc(Cl)c1)C(=O)c1ccccc1S2=O (stereo not drawn)	4%[57.5 µM]	2%
Cc1ccccc1CS(=O)(=O)Cc1ccc(C(=O)NCCc2ccc(Cl)cc2)o1	-5%	0%
Cc1ccc(NC(=O)Cn2nnc(-c3ccccc3)n2)c(C)c1	16%	10%
O=C(CCn1cccn1)Nc1cccc(C(F)(F)F)c1	-2%	-2%
COc1ccc(N2C(=O)CSC23C(=O)N(Cc2ccccc2F)c2ccccc23)cc1Cl (stereo not drawn)	-2%	-3%
CC(=O)Oc1ccc2oc(=O)c(-c3ccccc3)c(C)c2c1	-19%	-5%
CCc1ccc([C@@H]2c3c(C)nn(-c4ccccc4)c3NC(=O)[C@H]2NC(=O)c2ccccc2)cc1	-2%	-5%
CCC1CN(C(=O)NCc2ccc(C)cc2)c2cc(C)ccc2O1 (stereo not drawn)	2%[57.5 µM]	6%
COC(=O)c1ccc(OC)c(Cn2c(=O)n(Cc3ccccc3)c(=O)c3c2c2cc(OC)ccc2n3C)c1	?	7%
Cn1c(=O)oc2cc(S(=O)(=O)CCC(=O)NCCc3ccc(Cl)cc3)ccc21	1%[57.5 µM]	17%[57.5 µM]
COCCCNC(=O)C1CCN(c2cc(C)nc3c(-c4ccc(Cl)cc4)c(C)nn23)CC1	3%	9%
CC(C)Oc1ccc(CNC(=O)c2ccccc2NC(=O)c2nsc3ccccc23)cc1	9%	0%
Cc1nc2nc(N(Cc3ccccc3)C(=O)c3ccco3)[nH]n2c(=O)c1C	-5%	7%
Cc1c(C(=O)N(C)c2ccccc2)sc2nc3n(c(=O)c12)CCCC3	2%	-5%
COc1ccc(NC(=O)c2cc(=O)c3ccc(C)c(C)c3o2)cc1	-3%	-5%
CC(C)Oc1ccc(CNS(=O)(=O)c2cnc(N)nc2)cc1	4%	14%
NC(Cc1ccc(OC(F)(F)F)cc1)C(=O)O (stereo not drawn)	-2%	5%
CC(C)(C)C(=O)/C(C#N)=C/c1ccc(OCc2ccc(Cl)cc2Cl)cc1	-2%	-14%
CCOc1cccc2sc(NC(=O)c3ccc(S(=O)(=O)N4CCCCC4C)cc3)nc12 (stereo not drawn)	0%	-7%
COc1cccc(-n2c(SCC(=O)Nc3ccc4c(c3)OCO4)nc3c([nH]c4ccccc43)c2=O)c1	-6%	?
CC(C)CNC(=O)COC(=O)c1n[nH]c(=O)c2ccccc12	-5%	2%
C=CCNc1nc(C(=O)OCC(=O)c2cc(C)n(C)c2C)cs1	-6%	3%
OCCCNC(=S)Nc1ccccc1F	0%	-4%
CCCCCOc1ccccc1CN1C(=O)C(=O)c2cc(C)ccc21	-20%	28µM*
Cc1nnc(-c2ccncc2)nc1C	-2%	12%

(cont.)
Structure	UDG counter	AID inh
CC(C)(C)NCC(O)c1cc(O)cc(O)c1 (stereo not drawn)	1%	6%
CCS(=O)(=O)N1CCC(n2c(C)nc3cccnc32)CC1	28%	7%
COc1ccc(NC(=O)Cn2ccc3cc(Cl)ccc32)cc1	-5%	0%
CCOc1cc(C(=O)O)ccc1OCCOc1ccccc1Cl	-7%	32%
Cc1ccc2c(c1)C(=O)OC(C(=O)Nc1ccccc1C(=O)O)C2 (stereo not drawn)	-7%	-1%
Fc1ccc(CNc2cc(-c3ccccc3)nc3nncn23)cc1	-8%	-22%
COc1ccc(Br)cc1C1C(C(=O)Nc2ccc(C)cc2C)=C(C)Nc2ncnn21 (stereo not drawn)	-10%	-1%
O=C(c1ccc(-c2ccccc2)cc1)N(Cc1ccco1)C1CC1	1%	-17%
COc1ccccc1OCc1nc2c3c(ncn2n1)Oc1cc(O)ccc1C3c1ccccc1 (stereo not drawn)	-4%	-8%
CCCCCn1c(=O)[nH]c2cc(C(=O)NCc3ccc(Cl)cc3)ccc2c1=O	-6%	11%
Cc1cc2c(cc1C)NC(CC(=O)Nc1ccccc1)C(=O)N2 (stereo not drawn)	-4%	12%
Cc1oc2ccc(NS(=O)(=O)c3ccccc3)cc2c1C(=O)O	4%	0%
CCc1nn(CC(=O)NC(C)CCc2ccccc2)c(=O)c2cc3cc(F)ccc3n12 (stereo not drawn)	16%	1%
CCS(=O)(=O)N1CCc2cc(C(=O)NCCc3ccc(OC)c(OC)c3)ccc21	-16%	-3%
COc1ccc(CNC(=O)C2CCN(c3nc4ccccc4[nH]3)CC2)c(OC)c1	-6%	8%
O=C(O)C1CCN(/C=C/C(=O)C(F)(F)F)CC1	0%	1%
COc1ccc(CNC(=O)CSCc2nc(-c3ccccc3C)oc2C)cc1	2%	?
CCCCC(=O)Nc1cc(C(=O)OCc2cc(=O)n3oc(C)cc3n2)ccc1OC	1%	-2%
CCOC(=O)c1cccc(NC(=O)c2cc3c(=O)n(Cc4ccccc4)ccc3nc2C)c1	4%	15%
CNC(=S)NNC(=O)c1cccc(C)c1	-13%	-9%
Cc1c(Nc2nc3ccc(Cl)cc3n3cnnc23)cccc1[N+](=O)[O-]	3%	-5%
O=C(NCc1ccccc1Cl)C(=O)NCC(c1cccs1)S(=O)(=O)c1ccccc1 (stereo not drawn)	?	-5%
CCCCn1cc(S(=O)(=O)c2ccc(Cl)cc2)c(=O)c2cc(F)c(N3CCCC(C)C3)cc21 (stereo not drawn)	-9%	-23%
COCCNC(=O)c1ccc2c(=O)n(CCc3ccccc3)c(SCC(=O)CC(=O)OC)nc2c1	18%	-11%
CSc1cccc(NC(=O)CCc2ncc(-c3ccc(F)cc3F)o2)c1	-15%	-10%

Grouped by structure: those above containing a tert-butyl group.
Structure	UDG counter	AID inh
CC(C)(C)C(=O)/C(C#N)=C/c1ccc(OCc2ccc(Cl)cc2Cl)cc1	-2%	-14%
CC(C)(C)NCC(O)c1cc(O)cc(O)c1 (stereo not drawn)	1%	6%

Other records:
Structure	UDG counter	AID inh
Cc1cc(C)cc(Nc2nc(NCc3ccco3)nc3c2cnn3-c2ccccc2)c1	-12%	-16%
COc1ccc(N2CC(NC(=O)c3cccs3)CC2=O)cc1 (stereo not drawn)	-10%	-1%
Cc1cccc(C)c1Nc1c(-c2ccccc2O)nc2ncccn12	9%	3%
CC1CCN(S(=O)(=O)c2cccc(C(=O)N(C)C3(C)CCS(=O)(=O)C3)c2)CC1 (stereo not drawn)	5%	9%
CC(=O)Nc1ccc(S(=O)(=O)Nc2cccc(-c3ccc(N4CCC(C)CC4)nn3)c2)cc1	22%	20%
NC(=O)CSc1ccc2c(c1)OCCCO2	11%	5%
Cc1ccc(-n2c(=O)c3c(cnn3C)n(Cc3ccccc3F)c2=O)cc1	-20%	12%
O=C(Nc1ccc(SC(F)F)cc1)c1cc(-c2cccs2)on1	-6%	-2%
CCOc1ccc(CNC(=O)c2ccc(Sc3ccc(Cl)cc3)c(NC(C)=O)c2)cc1OC	3%	-18%
O=C(CCCn1c(=O)c2ccccc2n(CC(=O)Nc2ccc(F)cc2F)c1=O)NCc1ccccc1Cl	-10%	-1%
COc1cccc(CC(=O)Nc2ccc3nc(N4CCC(C)CC4)cc(C)c3c2)c1	-19%	?
CNC(=O)c1ccc(/C=C/C(=O)c2ccccc2C)cc1	-2%	-15%
COc1ccc(-c2onc(C)c2C)cc1S(=O)(=O)Nc1cccc(C#N)c1	-8%	10%
Cc1cc(C(=O)OCc2cccnc2)c2ccccc2n1	5%	-6%
CCOC(=O)c1cc(Cl)c(C(=O)OCC)cc1Cl	-16%	-2%
CN1C(=O)C2(c3ccccc31)N(c1cccc(C(F)(F)F)c1)C(=O)CS2(=O)=O (stereo not drawn)	-3%	-8%
COc1cc(NC(=O)CCc2c(C)nc3nc(-c4cc(OC)cc(OC)c4)nn3c2C)cc(OC)c1	-2%	44%[activator]
C/C=C/Cn1c(N2CCN(C)CC2)nc2c1c(=O)[nH]c(=O)n2C	-12%	-2%
Cc1ccc(-c2cc(C(=O)N3CCN(c4ccccc4)CC3)c3ccccc3n2)cc1C	-12%	-26%
c1ccc([C@H]2CN3CCSC3=N2)cc1	8%	4%
CCOC(=O)C1C(=O)C=C(c2ccc(F)cc2)CC1c1cccc(F)c1 (stereo not drawn)	4%	-7%
CCC(C)NC(=O)NCC12CC3CC(CC(C3)C1)C2 (stereo not drawn)	6%	2%
CC1C(=O)N2CCCc3cc(S(=O)(=O)N4CCc5ccccc54)cc1c32 (stereo not drawn)	-6%	-6%
Cc1ccc2[nH]c(CSc3nnc(NC(=O)COc4ccccc4F)s3)cc(=O)c2c1	-10%[57.5 µM]	-2%
COc1cccc(N2C(=O)C(CC(=O)Nc3ccc(Cl)cc3)N(Cc3ccc4c(c3)OCO4)C2=O)c1 (stereo not drawn)	-2%	21%

Additional records follow.
Structure	UDG counter	AID inh
Cc1ccc(C(C)C)c(OCC(=O)Nc2ccc(N3CCN(C(=O)c4ccco4)CC3)cc2)c1	-5%	-19%
COc1ccc(N2CCN(CC(O)COc3ccc(C)c(C)c3)CC2)cc1 (stereo not drawn)	-1%	-10%
COCCn1c(-n2nc(C)c(C)c2C)nc2c1c(=O)n(CC(=O)C(C)(C)C)c(=O)n2C	5%	8%
Cc1ccccc1NC(=O)CSc1nc(N2CCCC2)c2c(c1C#N)CCCC2	4%	-11%
CC(=O)c1ccc(NC(=O)Nc2ccc3snnc3c2)cc1	-8%	?
COC(=O)c1c(NC(=O)c2ccc(S(=O)(=O)N3CCCCC3C)cc2)sc2c1CCN(C(C)C)C2 (stereo not drawn)	0%	32%[activator]
COc1ccc(C2CC(=O)Nc3c2c(C)nn3-c2ccc(C)cc2)cc1OC (stereo not drawn)	3%	2%
COC(=O)C1CCN(S(=O)(=O)NCc2ccnc(Oc3ccc(OC)cc3)c2)CC1	2%	-3%
Cc1ccc(C)c(NC(=O)Cn2cnc3c(oc4ccccc43)c2=O)c1	-2%	-10%
Fc1cccc(CSc2nnc(-c3ccccc3F)n2C2CC2)c1	0%	-15%
CCc1ccc(-n2c3nc(=O)[nH]c(=O)c-3cc3c(C)nn(-c4ccccc4)c32)cc1	16%	-12%
COC(=O)c1cc2oc(C)cc2n1Cc1ccc(Cl)cc1	5%	-1%
CCOc1ccc(N2C(=O)c3[nH]nc(-c4ccc(OC)cc4)c3C2c2cccs2)cc1 (stereo not drawn)	24%	-19%
Cc1sc2c(c1C)c(=O)n(-c1ccc(Cl)cc1)c(=O)n2CC(=O)c1ccccc1	2%	15%
O=C(Nc1ccc(Cl)cc1Cl)C1C2CC/C=C\CC/C=C/CCC21 (stereo not drawn)	0%	4%
O=C(CCC(=O)c1ccc(F)cc1)Nc1ccc(Cl)cc1	-16%	0%
Cc1nc(SCc2coc(-c3ccc(F)cc3)n2)n[nH]1	15%	5%
COc1cc(C2C3=C(CCCC3=O)OC3=C2C(=O)CCC3)cc(Cl)c1OCC(=O)O	-1%	-2%
O=C1/C(=C/c2ccc(Cl)c(Cl)c2)Cc2ccccc21	4%	3%
CN(Cc1ccccc1)c1oc(/C=C/c2ccccc2)nc1C#N	-12%	-12%
CN(C)CCC(c1ccc(Cl)cc1)c1ccccn1 (stereo not drawn)	-8%	-16%
Cc1cccc(C)c1NC(=O)CNC(=O)CCc1ncc(-c2ccc(F)cc2F)o1	8%	5%
CC1CCN(S(=O)(=O)c2cc3c4c(c2)CC(=O)N4CCC3)CC1	-25%	0%
CC1CCN(S(=O)(=O)c2ccc3c(c2)N(CC(=O)NC(C)C)C(=O)CS3)CC1	3%	8%
CCOC(=O)COc1ccc2c(c1)O/C(=C\c1sccc1C)C2=O	-8%	-20%

(next part)
Structure	UDG counter	AID inh
CCOc1cc2c(cc1OCC)C(CC(=O)O)N(C(=O)Nc1ccccc1C(F)(F)F)CC2 (stereo not drawn)	-7%	1%
CCOC(=O)Cn1c(=O)n(C2CCCCC2)c2nc(-c3ccc(CC)cc3)nc(C(N)=O)c21	0%	33%[activator]
CCCCN(Cc1cc2ccccc2[nH]c1=O)C(=O)c1cccc(Cl)c1	-12%	8%
N#Cc1cccc(C(=O)/C=C/c2ccsc2)c1	-6%	-21%
COc1cc(NC(=O)c2cc(S(=O)(=O)N3CCCC3)c[nH]2)cc(OC)c1	-4%	-14%
Cc1ccc(OC(=O)c2ccc(-c3ccccc3)cc2)cc1	1%	1%
COC(=O)C(NC(=O)CCc1c(C)nc2cc(-c3cccc(F)c3)nn2c1C)C(C)C (stereo not drawn)	4%	3%
COc1ccc(-c2noc(-c3ccc(N4CCOCC4)c([N+](=O)[O-])c3)n2)cc1OC	5%	8%
Cn1c(=O)c2c(ncn2CC(COCc2ccc(F)cc2)OCc2ccc(F)cc2)n(C)c1=O (stereo not drawn)	2%	-1%

Quoted from the listing:
In UDG counter, N#Cc1cccc(C(=O)/C=C/c2ccsc2)c1 reads -6%
In AID inh, CCOc1cc2c(cc1OCC)C(CC(=O)O)N(C(=O)Nc1ccccc1C(F)(F)F)CC2 (stereo not drawn) reads 1%

Sorted by the number under AID inh (largest number first): 6 from the list above.
mol	AID inh
CCCCN(Cc1cc2ccccc2[nH]c1=O)C(=O)c1cccc(Cl)c1	8%
COC(=O)C(NC(=O)CCc1c(C)nc2cc(-c3cccc(F)c3)nn2c1C)C(C)C (stereo not drawn)	3%
CCOc1cc2c(cc1OCC)C(CC(=O)O)N(C(=O)Nc1ccccc1C(F)(F)F)CC2 (stereo not drawn)	1%
Cn1c(=O)c2c(ncn2CC(COCc2ccc(F)cc2)OCc2ccc(F)cc2)n(C)c1=O (stereo not drawn)	-1%
COc1cc(NC(=O)c2cc(S(=O)(=O)N3CCCC3)c[nH]2)cc(OC)c1	-14%
N#Cc1cccc(C(=O)/C=C/c2ccsc2)c1	-21%
